Screening data (PubChem)
LGR2 inh – blocks bursicon-induced cAMP signaling via Drosophila LGR2. HEK293 LGR2, CRE-luciferase, bursicon-stimulated, 4 h. inhibition, % at 9.99 µM. 380,000 tested, 0.35% active. AID 720647;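 active means drop in luminescence signal, shown as inhibition above about 50% in the replicate tests, limit read from the data, passing the limit was not always enough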;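 further: agonist challenge used bursicon conditioned medium at about half maximal strength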
SIRT5 block – blocks human SIRT5 desuccinylation of peptide | 330,000 tested, 1.1% active | AID 652115 | inhibition, % at 15 µM | Purified SirT5, succinyl-peptide AMC, trypsin-coupled fluorescence; in the data active means inhibition above about 15%
Target sequence (Q9NXA8 whole entry, looked up): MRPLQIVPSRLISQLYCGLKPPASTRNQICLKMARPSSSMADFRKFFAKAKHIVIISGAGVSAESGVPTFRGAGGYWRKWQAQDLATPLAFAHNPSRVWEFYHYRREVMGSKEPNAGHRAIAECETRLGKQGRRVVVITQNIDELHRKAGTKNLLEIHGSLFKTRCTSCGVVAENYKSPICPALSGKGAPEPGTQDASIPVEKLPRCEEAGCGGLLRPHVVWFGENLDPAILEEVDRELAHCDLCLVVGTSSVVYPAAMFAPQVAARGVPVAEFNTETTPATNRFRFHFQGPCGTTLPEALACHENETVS
esBAF inh – SWI/SNF esBAF complex inhibition; reporter increase, % at 12.5 µM; 350,000 tested, 2% active; mouse ES cells, Bmi1-luciferase knock-in reporter, 24 h; 100% = twice the neutral-well signal; in the data active means activation above about 40%;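 further: 0% = median of the plate's neutral control wells and 100% = double that signal; a rise in the Bmi1 reporter signal indicates esBAF inhibition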
CASP6 VEID inh – blocks human caspase-6 cleavage activity; P55212; purified caspase-6, Z-VEID-R110 cleavage fluorescence; inhibition, % at 12.5 µM; 350,000 tested, 0.53% active;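 active means mean inhibition across replicates at least about 35%, with every replicate also reaching that limit, limit read from the data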;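 further: 0% = median of neutral control wells and 100% = no fluorescence left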
Target sequence (P55212 24-179 limits assumed): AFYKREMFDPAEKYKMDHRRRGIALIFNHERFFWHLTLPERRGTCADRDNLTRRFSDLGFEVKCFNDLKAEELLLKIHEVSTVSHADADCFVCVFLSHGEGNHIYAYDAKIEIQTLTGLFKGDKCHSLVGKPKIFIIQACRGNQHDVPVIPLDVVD
Target sequence (P55212 194-293 limits assumed): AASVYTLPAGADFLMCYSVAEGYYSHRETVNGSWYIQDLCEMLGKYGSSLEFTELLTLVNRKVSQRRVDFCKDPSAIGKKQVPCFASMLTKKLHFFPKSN
FN deposition inh – fibronectin deposition inhibition | AH1F fibroblasts, Alexa488-fibronectin deposition fluorescence, overnight | inhibition, % at 12.6 µM | 350,000 tested, 0.086% active;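 active means mean inhibition across replicates of 30% or more, regardless of how many single replicates reach that level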;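 further: positive control wells lacked labelled fibronectin entirely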
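Assay system: AH1F fibroblasts / Quantity: 10000 cells per well / Medium: DMEM plus 2% serum, read in PBS / Reagent: labelled fibronectin 24 nM / Dosing: single dose, pinned / Times: 1 h cell attachment, overnight exposure to compound and label / Signal: fluorescence, ex 485 nm, em 525 nm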
S100A4 inh HTS – inhibitors of human S100A4 binding to myosin IIA peptide; P26447; S100A4/TAMRA-MyoIIA peptide fluorescence polarization; inhibition, % at 10.7 µM; 360,000 tested, 0.14% active; AID 652163;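 active means mean inhibition of at least 70% across replicates, with every replicate also reaching that level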
Target sequence (P26447 whole entry, looked up): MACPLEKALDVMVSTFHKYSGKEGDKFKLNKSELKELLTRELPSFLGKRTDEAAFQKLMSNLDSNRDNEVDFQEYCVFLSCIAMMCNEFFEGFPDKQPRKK
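Material: S100A4 monomer (human). Medium: Calcium-containing HEPES buffer, pH 7.2. Probe or stimulus: labelled myosin peptide probe, 5 nM. Compound dosing: one concentration per compound. Timing: polarization read 5 min after assay mix addition, stable 5–60 min. Benchmarks: DMSO as neutral control, TFP as positive control.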
Statin myotox sup – suppression of simvastatin myotoxicity; C2C12 myotubes + simvastatin, ATP luminescence, 48 h; scaled: DMSO 0, geranylgeraniol control 100; 330,000 tested, 0.78% active; rescue of ATP level, % at 7.49 µM;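 active means mean ATP rescue above about 67%, or every replicate alone reaching that limit, limit read from the data, passing the limit was not always enough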;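 further: myotubes were challenged with 10 µM simvastatin during compound exposure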
The depositor's hits bear a star; x = no result given; & = joins results of further samples. This is a subset; rates above refer to the full screens.

cpd	SMILES	esBAF inh	CASP6 VEID inh	S100A4 inh HTS	Statin myotox sup	LGR2 inh	FN deposition inh	SIRT5 block
1	CCCCN1C[C@H](CSC)[C@@H](CC(=O)Nc2ccc(OC)cc2)C1=O	3.3	-1.2	7.3	1.3	0.8	7.7	-3.1
2	O=C(CCN1CCCCC1)N[C@@H]1CC[C@@H](CC(=O)N2CCC(Cc3ccccc3)CC2)O[C@@H]1CO	-3.1	-1.3	23.6	-17.0	-1.4	-26.1	7.1
3	CC(C)c1cc(=O)n2[nH]c(SCc3ccc(Cl)cc3)nc2n1	-1.4	-2.1	-3.9	-1.5	-9.8	-6.6	-1.7
4	C[C@@H]1CCCCO[C@H](CN(C)C(=O)Cc2ccccc2)[C@H](C)CN([C@H](C)CO)C(=O)c2cc(N(C)C)ccc2O1	8.7	0.9	10.5	19.1	5.4	x	-3.6
5	CCCOc1ccc(NC(=O)CNC(=O)c2cc(OC)cc(OC)c2)cc1OCCC	-6.5	-0.1	-9.4	2.4	-0.8	-1.6	-2.3
6	[O-]/C(=C(\C(=S)NCc1ccc2c(c1)OCO2)[n+]1ccccc1)c1ccc(Cl)s1	x	-0.1	-0.3	x	10.8	2.6	0.8
7	CN(C)/C=C/C(=O)c1cccc([N+](=O)[O-])c1	x	x	-2.8	x	18.2	2.8	-29.3
8	COc1ccc(S(=O)(=O)NC(C)C(=O)O)cc1 (stereo not given)	0.9	-5.9	-5.3	-0.4	-4.0	x	-3.6
9	Cc1ccc(OC(=O)CCC(=O)NC(C)c2ccccc2)cc1 (stereo not given)	0.3	-2.6	0.5	-7.6	x	4.1	-2.3
10	CCCc1ccc(C(=O)NNc2ccccc2F)cc1	x	-0.2	-3.0	x	-81.2	-1.5	x
11	COc1ccc(/C=C2\SC(=S)N(CCCC(=O)NNC(=O)c3ccccc3O)C2=O)cc1	-83.4	0.7	3.2	-4.0	8.5	-14.1	x
12	COc1ccc(Cn2c(O)c(C=Nc3ccccc3C(=O)O)c3ccccc3c2=O)cc1	x	26.1	-2.0	x	19.9	2.3	-0.1
13	CC(=O)Nc1ccccc1C(=O)C(=O)NCCc1ccccc1	x	-1.7	-9.0	x	9.8	-1.4	-4.1
14	O=C(NCC[C@@H]1CC[C@H](NS(=O)(=O)c2ccc(F)cc2)[C@H](CO)O1)c1ccc2c(c1)OCO2	-2.2	-9.1	17.0	0.7	5.7	-27.0	0.6
15	COc1ccccc1N1CCN(CCCNc2c(C)c(=O)n(C)c(=O)n2C)CC1	1.4	x	2.0	2.5	-35.3	4.9	4.3
16	CCCNC(=O)C[C@@H]1C[C@H]2c3cc(NC(=O)COC)ccc3O[C@H]2[C@@H](CO)O1	1.6	1.2	-0.9	-2.9	-13.2	x	-5.6
17	N=C1c2ccccc2CN1c1ccc(S(=O)(=O)N2CCCCC2)cc1	-5.3	2.1	-14.3	-0.2	10.8	5.1	-0.6
18	CN(CC(=O)Nc1ccc(S(=O)(=O)N2CCCC2)cc1)Cc1cccc(Cl)c1Cl	3.8	1.9	-1.2	4.7	4.2	6.1	-1.5
19	Cc1ccsc1S(=O)(=O)N1CCC(CO)(CC2CCCCO2)CC1 (stereo not given)	x	-1.0	-3.0	x	-14.0	x	1.7
20	COc1ccc(CCNC(=O)COC(=O)CCC(=O)c2ccc(F)cc2)cc1	-4.3	-1.9	-33.0	-1.1	9.0	-9.3	-0.5
21	CCCC(=O)Nc1nnc(S(=O)(=O)N(CC)c2ccccc2)s1	-6.2	-1.1	21.0	-2.5	0.2	9.6	-5.4
22	Cc1cc(-c2c(C)[nH]n(-c3ccccc3)c2=O)n[nH]1	x	4.2	17.7	x	-14.8	-0.9	-7.6
23	COc1ccc(S(=O)(=O)NC2CC(C)(C)NC(C)(C)C2)c2ccccc12	-3.3	2.3	-2.3	-19.3	-3.5	3.7	-1.7
24	O=C(NCc1ccccc1)C1=C[C@@H](C2CC2)C[C@@H](OCCCCO)O1	-6.1	-1.1&0.9	-1.2&3.4	-8.1	-8.1	-1.8	3.9
25	CCCNC(=O)N1[C@H](CO)[C@H](c2ccccc2C2=CCCC2)[C@@H]1C#N	x	-0.9	-3.0	x	8.1	4.2	3.0
26	COc1ccc(S(=O)(=O)N2CCC(C(=O)NCCC(=O)Nc3cccc(Cl)c3)CC2)cc1	-4.8	-3.1	-3.8	-7.1	-8.8	10.9	-2.1
27	Cc1ccc(Cn2cc(-c3ccccc3)nn2)cc1	57.0*	4.0	2.7	-5.4	-60.3	-12.5	0.1
28	CCOc1cc(NS(=O)(=O)c2ccccc2)c(OCC)cc1NC(=O)c1ccco1	0.6	11.9	-14.7	-3.3	-2.6	5.4	0.0
29	O=[N+]([O-])c1cccc(Cl)c1NCCNS(=O)(=O)c1ccc(Cl)cc1	-4.5	x	x	1.6	-1.8	x	x
30	Cc1nn(-c2ccccc2)c(OC(=O)c2cccs2)c1S(=O)(=O)c1ccc([N+](=O)[O-])cc1	-7.4	x	x	27.5	8.1	-6.4	x

Reprinted at random: two compounds from above.
cpd	SMILES	esBAF inh	CASP6 VEID inh	S100A4 inh HTS	Statin myotox sup	LGR2 inh	FN deposition inh	SIRT5 block
21	CCCC(=O)Nc1nnc(S(=O)(=O)N(CC)c2ccccc2)s1	-6.2	-1.1	21.0	-2.5	0.2	9.6	-5.4
27	Cc1ccc(Cn2cc(-c3ccccc3)nn2)cc1	57.0*	4.0	2.7	-5.4	-60.3	-12.5	0.1

Next section
cpd	SMILES	esBAF inh	CASP6 VEID inh	S100A4 inh HTS	Statin myotox sup	LGR2 inh	FN deposition inh	SIRT5 block
31	Cc1ccc(NC(=O)[C@H](Cc2ccccc2)NC(=O)C2CCNCC2)cc1	5.6	x	-5.8	-3.7	9.8	-10.9	-6.4
32	CCOc1ccc(S(=O)(=O)NCc2cccnc2)cc1NC(=O)c1ccccc1F	x	1.3	-7.2	x	-3.6	-1.5	-4.4
33	CCOc1cc2nc(-c3ccc(OC)c(OC)c3)nc(NCCCN3CCOCC3)c2cc1OC	-3.5	x	x	-16.5	x	13.9	x
34	C[C@@H]1CN([C@H](C)CO)C(=O)c2cc(C#Cc3ccccc3)cnc2O[C@H]1CN(C)C(=O)c1ccccn1	1.0	-0.3	1.6	8.2	6.3	x	0.7
35	O=[N+]([O-])c1ncccc1OCc1ccccc1Br	1.9	1.7	-1.1	1.5	5.8	3.5	-7.2
36	C[C@H](NC(=O)C[C@@H]1C=C[C@H](NS(=O)(=O)c2cccc(F)c2)[C@@H](CO)O1)c1ccccc1	-5.2	1.9	64.1	-0.4	-12.2	1.5	6.2
37	CCCCn1c(N)c(N(CC)C(=O)CN2C(=O)NC(C)(c3ccccc3)C2=O)c(=O)[nH]c1=O (stereo not given)	x	0.1	2.0	x	13.4	-4.3	-0.6
38	O=C(Nc1nnc(C2CC2)s1)c1cccnc1Oc1ccc(Cl)cc1	-4.1	-0.2	0.1	-3.1	1.1	1.3	-1.4
39	Cc1noc(C)c1S(=O)(=O)Nc1cccc2c1O[C@H](CN(C)C(=O)Nc1ccccc1)[C@H](C)CN([C@H](C)CO)C2=O	-3.1	-2.1	-33.1	20.2	3.8	x	1.0
40	COc1cc(F)ccc1-c1csc(C(NC(C)=O)c2cccc(F)c2)n1 (stereo not given)	-0.9	-1.3	1.0	-12.7	2.0	-4.1	-5.5
41	O=C(CCCCCCCCC(=O)N/N=C/c1ccco1)N/N=C/c1ccco1	4.5	0.4	3.3	-0.9	0.2	-9.9	-0.7
42	Cc1cccc(-n2c(SCC(=O)N3CC(=O)Nc4ccccc43)nc3ccccc3c2=O)c1	-9.3	9.4	-10.0	22.5	6.0	-11.8	-2.6
43	O=C(NC(c1ccc(F)cc1)c1ccc2ccccc2n1)C1CCN(CCOc2ccc(Cl)cc2)CC1 (stereo not given)	-5.5	-0.4	-7.9	-17.7	-7.5	2.5	x
44	CCCN(CC(=O)Nc1ccc(F)c(F)c1F)C(=O)C1=COCCO1	2.5	-3.7	1.5	-4.4	9.2	1.8	0.6
45	C[C@H]1CN([C@@H](C)CO)C(=O)c2cccc(NC(=O)Nc3ccc(C(F)(F)F)cc3)c2O[C@@H]1CN(C)Cc1ccc2c(c1)OCO2	3.3	1.7	-2.6	-61.7	x	2.8	1.7
46	OCCN(Cc1ccccc1)CC(O)COc1ccc2c(c1)OCO2 (stereo not given)	-8.0	-1.4	-1.0	7.6	-4.8	5.4	-0.5
47	Cc1ccc(S(=O)(=O)N2CCOC2CNC(=O)C(=O)NCCc2ccc(S(N)(=O)=O)cc2)cc1 (stereo not given)	-1.2	3.5	-3.7	8.6	4.7	1.8	13.9
48	CCOc1ccc(C(C(=O)NC2CCCC2)N(CCOC)C(=O)CNC(=O)c2ccco2)cc1 (stereo not given)	-15.2	3.4	-3.4	4.4	-3.1	1.7	-1.9
49	CCC(=O)Nc1sc(C(=O)Nc2ccccc2OC)c(C)c1C(=O)OC	x	0.3	-9.7	x	-6.3	1.3	-4.0
50	CO[C@@H]1CN(C)C(=O)c2cc(NC(C)=O)ccc2OC[C@@H](C)N(C(=O)CN(C)C)C[C@@H]1C	-5.8	-0.8	2.3	-9.4	0.5	-4.2	-5.2

Values by screen from the list:
Nos. 19 to 28 in esBAF inh read x, -4.3, -6.2, x, -3.3, -6.1, x, -4.8, 57.0*, 0.6
Nos. 19 to 28 in CASP6 VEID inh read -1.0, -1.9, -1.1, 4.2, 2.3, -1.1&0.9, -0.9, -3.1, 4.0, 11.9

Just esBAF inh, FN deposition inh and S100A4 inh HTS, for some of the entries so far:
| no. | structure | esBAF inh | FN deposition inh | S100A4 inh HTS |
| --- | --- | --- | --- | --- |
| 24 | O=C(NCc1ccccc1)C1=C[C@@H](C2CC2)C[C@@H](OCCCCO)O1 | -6.1 | -1.8 | -1.2&3.4 |
| 32 | CCOc1ccc(S(=O)(=O)NCc2cccnc2)cc1NC(=O)c1ccccc1F | x | -1.5 | -7.2 |

New compounds follow.
cpd	SMILES	esBAF inh	CASP6 VEID inh	S100A4 inh HTS	Statin myotox sup	LGR2 inh	FN deposition inh	SIRT5 block
51	COCCNC(=S)N/N=C(\C)c1ccc(Cl)c(Cl)c1	x	1.5	-2.4	x	-19.7	1.8	-6.2
52	CCCn1c(CCNC(=O)c2cccs2)nc2ccccc21	2.2	-1.2	-1.3	9.6	-8.2	2.4	-7.8
53	Cc1cnc(NC(=O)c2nn(C)cc2[N+](=O)[O-])s1	x	x	-13.1	x	30.1	9.5	-5.2
54	O=C1NC[C@H](CCCCN2C[C@H](Cc3ccccc3)N(CC3CCCCC3)C(=O)C2=O)N(CCC2CCCCC2)C1=O	x	0.2	6.5	x	-7.1	6.8	x
55	COc1ccc(S(=O)(=O)Oc2cccc(C(=S)N3CCOCC3)c2)cc1	-7.6	4.5	-1.4	-0.9	16.4	x	-0.4
56	CCc1ccccc1Cn1c(=O)oc2cccnc21	-8.8	1.0	1.5	1.2	3.6	-0.5	-9.6
57	COc1ccc2cc([C@H](C)C(=O)OCc3cn(CC(=O)c4ccc(O)cc4)nn3)ccc2c1	-9.1	4.7	9.0	6.2	-20.1	-4.8	-10.1
58	CC(C)NC(=O)N(C)C[C@@H]1Oc2c(NS(=O)(=O)c3ccc(Cl)cc3)cccc2C(=O)N([C@@H](C)CO)C[C@@H]1C	-4.5	3.4	4.1	-8.8	-28.8	-0.7	-7.0
59	N#Cc1ccc(CN2CCN(C(=O)c3cccc(S(=O)(=O)N4CCCCCC4)c3)CC2)cc1	-16.0	0.9	-3.1	7.5	-0.4	0.5	2.4
